aSyn rescue = inhibitors of alpha-synuclein toxicity in yeast; AID 652106; Yeast expressing alpha-synuclein, growth rescue, BacTiter-Glo, 24 h; Potency, µM (doses to about 46.1 µM), for inactives: at the highest dose growth rescue (activation), hits mostly activators; 0.14% of 370,000 active; note: potency is the fitted concentration of half-maximal effect; % of control where 0% means no effect; nearly all actives have a fitted effect of over 65% in size
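Readout is rescue of growth in alpha-synuclein-expressing yeast, so inhibitors of toxicity appear as activators. Growth after 24 hr at 30 deg C in galactose medium is quantified by luminescence.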
Abeta yeast res = restores growth of yeast expressing A-beta42 peptide | yeast expressing A-beta42, growth rescue, OD600, 48 h; response scale: 0% DMSO, 100% iron-clioquinol control | Potency, µM (top dose mostly 46.1 µM), inactives show at the highest dose growth rescue, hits mostly activators | 0.063% of 410,000 active | AID 1347071; note: potency is the fitted concentration of half-maximal effect; nearly all actives have a fitted effect of over 55% in size
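Yeast A-beta toxicity model in growth medium with pinned compounds, 48 h at 30 C; growth read as absorbance at 600 nm. Normalized to FeCl3/clioquinol equimolar mix (positive) and DMSO (negative).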
FUS suppressor = rescues growth of FUS-expressing yeast; S. cerevisiae FUS-expressing, growth rescue, OD600, 24 h; Potency, µM (top dose mostly 76.6 µM), for the others: at the highest dose growth rescue (activation), actives largely listed as activators; 0.24% of 390,000 active;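 note: potency is the fitted concentration of half-maximal effect; plate controls were DMSO vehicle for no effect and reference control for full effect; nearly all actives have a fitted effect of over 55% in size; some results filed as inactive show a strong effect at the top dose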
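Absorbance at 600 nm, taken 24hr after compound addition, measured rescue of FUS-yeast growth at 30C. Induction used 2% galactose with seeding at OD 0.005. Controls: CP55940 from 92uM final, DMSO only.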
TDP-43 yeast inh = inhibitors of TDP-43 toxicity in yeast | TDP-43 expressing yeast growth rescue, BacTiter-Glo, 24 h | Potency, µM (doses to about 46.1 µM), without a hit: top-dose growth rescue (activation), hits mostly activators | 1.8% of 410,000 active; note: potency is the fitted concentration of half-maximal effect; % of control where 0% means no effect; nearly all actives have a fitted effect of over 50% in size
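In this qHTS, compounds that restore growth of yeast expressing TDP-43 appear as activators. Cells (OD600=0.02, galactose medium, raffinose-pregrown) are incubated with compound 24 hr at 30 deg C and growth is quantified by BacTiter-Glo.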
DRD3 antagonist = D3 dopamine receptor (human) antagonism; P35462; D3R cells, DiscoveRx beta-arrestin luminescence, antagonist mode; hits give low values; max response, negative = inhibition, %; 2.5% of 360,000 active; in the data active = max response below about -50%; inconclusive = no clear call, values can overlap the other calls; note: % is set by controls: 0 for no effect and ±100 for the full control effect; mostly tested at two doses, the higher about 12 µM
Target sequence (P35462 whole entry, looked up): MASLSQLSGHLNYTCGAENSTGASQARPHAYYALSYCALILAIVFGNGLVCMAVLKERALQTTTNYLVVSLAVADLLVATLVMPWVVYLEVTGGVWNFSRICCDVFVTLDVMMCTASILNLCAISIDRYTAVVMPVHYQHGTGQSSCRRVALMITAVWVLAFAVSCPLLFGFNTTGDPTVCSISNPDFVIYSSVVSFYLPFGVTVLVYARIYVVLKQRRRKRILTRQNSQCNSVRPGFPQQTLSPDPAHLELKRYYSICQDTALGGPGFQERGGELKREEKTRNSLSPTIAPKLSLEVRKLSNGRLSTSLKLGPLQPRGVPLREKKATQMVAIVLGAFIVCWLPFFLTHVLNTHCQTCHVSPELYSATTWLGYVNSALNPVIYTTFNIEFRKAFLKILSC
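Cells plated overnight at 1500 cells/well, then exposed to library compounds with dopamine controls for 90 minutes at 37 degrees C. DiscoveRx reagent added for 30–60 minutes at room temperature; luminescence read, quantitative HTS format.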
D3 ag = D3 dopamine receptor (human) agonism. D3R DiscoveRx beta-arrestin cells, luminescence, 90 min. 0.58% of 410,000 active. max activation, %. P35462; in the data active = max activation above about 30%; note: 0% is about no effect; mostly tested at two doses, the higher about 12 µM
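Agonist mode: compounds and dopamine controls were applied to plated cells for 90 min at 37 degrees C after an overnight attachment at 1500 cells/well. Luminescent read-out followed 30 - 60 minutes at room temperature with DiscoveRx detection reagent.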
EPAC2 agonist = agonists of human EPAC2 (RAPGEF4). Q8WZA2. EPAC2 activation, biochemical qHTS; response scale: 100% = 6.5 mM cAMP response. Potency, µM (doses to about 154 µM), without a hit: at the top dose activation, hits mostly activators. 0.079% of 360,000 active. AID 720711; note: potency is the fitted concentration of half-maximal effect; nearly all actives have a fitted effect of over 50% in size
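qHTS, titration series. 100 nM EPAC2 / 250 nM Rap1B-BODIPY-GDP / 50 uM GDP; RT; ex 480/em 540 nm, 5-min reads to 30 min. Norm. to 6.5 mM cAMP = activation.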
EPAC2 antagonist = EPAC2 (human) antagonism; 0.18% of 360,000 active; Potency, µM (titrated, usually from 114 µM), inactives show top-dose activity, negative = inhibition, actives largely listed as inhibitors; EPAC2 GEF exchange of Rap1B-BODIPY-GDP, fluorescence; note: potency is the fitted concentration of half-maximal effect; % is set by controls: 0 for no effect and ±100 for the full control effect; nearly all actives have a fitted effect of over 45% in size; many of its hits are not listed in these tables
An asterisk follows results filed as active; & = joins results of further samples; [ ] = another dose, or the depositor's remark. Unless noted, calls come from the whole dose curve; as a rule, active = well fitted curve in the direction sought with a large enough effect; inconclusive = small, poorly fitted or top-dose-only effect, or another doubt; inactive = no such curve, though single readings can be large; an effect the other way counts as inactive or inconclusive. This is a subset; count on the stated rates, not on these rows.

How did CN1C(=O)/C(=C\C(=O)c2cccs2)c2ccccc21 do in these assays?
aSyn rescue: 2%; Abeta yeast res: -75%[inhibitor]; FUS suppressor: -7%; TDP-43 yeast inh: -93%[inhibitor]; DRD3 antagonist: 1; D3 ag: 2; EPAC2 agonist: 10%; EPAC2 antagonist: 2%

How did Cc1ccc(-c2nnc(-c3ccc(Br)cc3)o2)o1 do in these assays?
aSyn rescue: -3%; Abeta yeast res: -2%; FUS suppressor: 22%; TDP-43 yeast inh: -22%; DRD3 antagonist: 24; D3 ag: -26; EPAC2 agonist: -8%; EPAC2 antagonist: 7%

How did COCCNc1nc2nonc2nc1N1CCC(N(C)C)C1 (stereo unspecified) do in these assays?
aSyn rescue: 4%; Abeta yeast res: -3%; FUS suppressor: -23%; TDP-43 yeast inh: -4%; DRD3 antagonist: 2; D3 ag: 11; EPAC2 agonist: 2%; EPAC2 antagonist: 7%

Results for COc1ccc(/C=C2\SC(=S)N(CCC(=O)Nc3cccc(C(=O)O)c3)C2=O)cc1OC ?
aSyn rescue: 1%; Abeta yeast res: 6%; FUS suppressor: inconclusive; TDP-43 yeast inh: -4%; DRD3 antagonist: -7; D3 ag: -5; EPAC2 agonist: 13%; EPAC2 antagonist: -5%

How did CNC(=O)C1CCC(Cn2c(=O)c3sccc3n(Cc3cc(C)ccc3C)c2=O)CC1 (stereo unspecified) do in these assays?
Abeta yeast res: -1%; FUS suppressor: -24%; TDP-43 yeast inh: 10%; D3 ag: 6

How did COc1ccc(CCNC(=O)Cn2cnc3c(nnn3Cc3ccc(C)cc3)c2=O)cc1OC do in these assays?
aSyn rescue: -5%; Abeta yeast res: -1%; FUS suppressor: 0%; TDP-43 yeast inh: -23%; DRD3 antagonist: -22; D3 ag: -12; EPAC2 agonist: -1%; EPAC2 antagonist: -5%

What do the screens show for `Nc1ncc(Br)cc1S(=O)(=O)NCCC(=O)N1CCN(c2ccccn2)CC1`?
aSyn rescue: 6%; Abeta yeast res: -13%; FUS suppressor: 4%; TDP-43 yeast inh: 1%; DRD3 antagonist: 26; D3 ag: 11; EPAC2 agonist: -2%; EPAC2 antagonist: 2%

Results for N#Cc1cc(-c2ccccc2)nnc1Oc1ccccc1Cl ?
aSyn rescue: 0%; Abeta yeast res: 18%; FUS suppressor: -6%; TDP-43 yeast inh: -7%; DRD3 antagonist: 0; D3 ag: -6; EPAC2 agonist: 2%; EPAC2 antagonist: -1%

Results for CCS(=O)(=O)c1ncc(Cl)c(C(=O)NCc2ccc(OC)cc2)n1 ?
Abeta yeast res: 19%; FUS suppressor: -11%; TDP-43 yeast inh: inconclusive; D3 ag: -28

What do the screens show for `CCOC(=O)c1ccc(NC(=O)C2=C(C)Nc3nc(CCCO)nn3C2c2ccc(OC)cc2)cc1` (stereo unspecified)?
aSyn rescue: 0%; Abeta yeast res: 16%&-10%; FUS suppressor: inconclusive; TDP-43 yeast inh: 16%; DRD3 antagonist: -9; D3 ag: 9&-9; EPAC2 agonist: 5%; EPAC2 antagonist: -4%

Arranged by heavy-atom count (rising): part of the list above.
How did Cc1ccc(-c2nnc(-c3ccc(Br)cc3)o2)o1 do in these assays?
aSyn rescue: -3%; Abeta yeast res: -2%; FUS suppressor: 22%; TDP-43 yeast inh: -22%; DRD3 antagonist: 24; D3 ag: -26; EPAC2 agonist: -8%; EPAC2 antagonist: 7%

How did COCCNc1nc2nonc2nc1N1CCC(N(C)C)C1 (stereo unspecified) do in these assays?
aSyn rescue: 4%; Abeta yeast res: -3%; FUS suppressor: -23%; TDP-43 yeast inh: -4%; DRD3 antagonist: 2; D3 ag: 11; EPAC2 agonist: 2%; EPAC2 antagonist: 7%

Results for CCS(=O)(=O)c1ncc(Cl)c(C(=O)NCc2ccc(OC)cc2)n1 ?
Abeta yeast res: 19%; FUS suppressor: -11%; TDP-43 yeast inh: inconclusive; D3 ag: -28

What do the screens show for `Nc1ncc(Br)cc1S(=O)(=O)NCCC(=O)N1CCN(c2ccccn2)CC1`?
aSyn rescue: 6%; Abeta yeast res: -13%; FUS suppressor: 4%; TDP-43 yeast inh: 1%; DRD3 antagonist: 26; D3 ag: 11; EPAC2 agonist: -2%; EPAC2 antagonist: 2%

How did CNC(=O)C1CCC(Cn2c(=O)c3sccc3n(Cc3cc(C)ccc3C)c2=O)CC1 (stereo unspecified) do in these assays?
Abeta yeast res: -1%; FUS suppressor: -24%; TDP-43 yeast inh: 10%; D3 ag: 6

(cont.)
How did COc1ccc(CNC(=O)Cc2ccc(NC(=O)N3CCCCc4ccccc43)cc2)cc1 do in these assays?
Abeta yeast res: -9%; FUS suppressor: 41%; TDP-43 yeast inh: 8%; D3 ag: -7

How did O=C(NCc1cccnc1)C1c2ccccc2C(=O)N1Cc1ccccc1 (stereo unspecified) do in these assays?
aSyn rescue: -1%; Abeta yeast res: 3%; FUS suppressor: -11%; TDP-43 yeast inh: 11%; DRD3 antagonist: 7; D3 ag: -6; EPAC2 agonist: 7%; EPAC2 antagonist: -1%

How did CCN(CC)c1ccc2c(C)c(CN3CCOCC3)c(=O)oc2c1 do in these assays?
aSyn rescue: -1%; Abeta yeast res: -8%; FUS suppressor: 3%; TDP-43 yeast inh: 4%; DRD3 antagonist: -75*; D3 ag: -6; EPAC2 agonist: -5%; EPAC2 antagonist: -1%

How did COc1ccccc1OC(=O)CN1C(=O)c2ccccc2C1=O do in these assays?
aSyn rescue: 8%; Abeta yeast res: 20%; FUS suppressor: 10%; TDP-43 yeast inh: 10%; DRD3 antagonist: -12; D3 ag: -3; EPAC2 agonist: 11%; EPAC2 antagonist: -1%

Results for CCOc1ccc(OCCC(=O)Nc2cccc(S(=O)(=O)N3CCCC3)c2)cc1 ?
aSyn rescue: 0%; Abeta yeast res: 22%; FUS suppressor: 33%; TDP-43 yeast inh: 18%; DRD3 antagonist: 4; D3 ag: 0; EPAC2 agonist: 2%; EPAC2 antagonist: 4%

What do the screens show for `O=C(Nc1nc(-c2ccccc2)ns1)c1ccc(Cl)cc1`?
Abeta yeast res: 13%; FUS suppressor: 0%; TDP-43 yeast inh: 21%; D3 ag: 5

Results for C/C(=N\NC(=O)c1ccc2c(c1)OCO2)c1cccnc1 ?
aSyn rescue: 0%; Abeta yeast res: 17%; FUS suppressor: 26%; TDP-43 yeast inh: 14%; DRD3 antagonist: -15; D3 ag: 3; EPAC2 agonist: 9%; EPAC2 antagonist: -7%

How did Cc1ccc(-c2nc3scc(CCNS(=O)(=O)c4ccc(Oc5ccccc5)cc4)n3n2)cc1 do in these assays?
aSyn rescue: 0%; Abeta yeast res: 15%; FUS suppressor: 14%; TDP-43 yeast inh: 0%; D3 ag: 4

What do the screens show for `COc1ccc(S(=O)(=O)N2CCN(CC(O)COc3ccc(C#N)cc3)CC2)cc1OC` (stereo unspecified)?
aSyn rescue: -10%; Abeta yeast res: 1%; FUS suppressor: -8%; TDP-43 yeast inh: -1%; DRD3 antagonist: -18; D3 ag: -4; EPAC2 agonist: 13%; EPAC2 antagonist: 0%

How did Cc1cc(C)n(C(C)CC(=O)Nc2ccc(C)c(N(C)C)c2)n1 (stereo unspecified) do in these assays?
Abeta yeast res: -8%; FUS suppressor: -8%; TDP-43 yeast inh: 11%; D3 ag: -17

How did O=C(CSCc1c(Cl)cccc1Cl)Nc1ccccc1C(=O)N1CCOCC1 do in these assays?
aSyn rescue: -1%; Abeta yeast res: -7%; FUS suppressor: 14%; TDP-43 yeast inh: -6%; DRD3 antagonist: -3; D3 ag: -5; EPAC2 agonist: 3%; EPAC2 antagonist: -6%

How did CCc1nn(CCCC(=O)Nc2ccc(C)cc2C)c(=O)c2cc3occc3n12 do in these assays?
aSyn rescue: 2%; Abeta yeast res: 5%; FUS suppressor: 20%; TDP-43 yeast inh: 22%; DRD3 antagonist: 14; D3 ag: -2; EPAC2 agonist: -3%; EPAC2 antagonist: -2%

How did COC(=O)c1ccc(/C=N/NC(=O)CC(=O)NCc2cccnc2)cc1 do in these assays?
aSyn rescue: -6%; Abeta yeast res: -8%; FUS suppressor: 15%; TDP-43 yeast inh: -21%; DRD3 antagonist: 0; D3 ag: -6; EPAC2 agonist: 9%; EPAC2 antagonist: -4%

How did O=C(Nc1ccc(F)cc1)N[C@H]1CC[C@H](CCNS(=O)(=O)c2cccc(Cl)c2)O[C@@H]1CO do in these assays?
aSyn rescue: 0%; Abeta yeast res: 10%; FUS suppressor: 18%; TDP-43 yeast inh: inconclusive; DRD3 antagonist: 7; D3 ag: -4; EPAC2 agonist: 4%; EPAC2 antagonist: -15%

How did CC(C)CCN1CCN(Cc2cn[nH]c2C2CCCCC2)CC1CCO (stereo unspecified) do in these assays?
aSyn rescue: -2%; Abeta yeast res: -6%; FUS suppressor: 15%; TDP-43 yeast inh: 0%; DRD3 antagonist: inconclusive; D3 ag: -14; EPAC2 agonist: 5%; EPAC2 antagonist: 11%

How did Cc1cccc(C(=O)Nc2cccc(OCc3cc(=O)n4cccc(C)c4n3)c2)c1 do in these assays?
Abeta yeast res: -13%; FUS suppressor: -14%; TDP-43 yeast inh: 12%; D3 ag: -11

What do the screens show for `O=C(NC(N1CCOCC1)C(Cl)(Cl)Cl)c1cc([N+](=O)[O-])cc([N+](=O)[O-])c1` (stereo unspecified)?
aSyn rescue: 5%; Abeta yeast res: inconclusive; FUS suppressor: -26%; TDP-43 yeast inh: 28%; DRD3 antagonist: 7; D3 ag: 7; EPAC2 agonist: 2%; EPAC2 antagonist: -9%

Results for COc1ccccc1CC(=O)N(CCC1=CCCCC1)c1c(N)n(Cc2ccccc2)c(=O)[nH]c1=O ?
aSyn rescue: -4%; Abeta yeast res: 5%; FUS suppressor: 13%; TDP-43 yeast inh: 12%; DRD3 antagonist: -83*; D3 ag: -15; EPAC2 agonist: 8%; EPAC2 antagonist: 0%

Results for COc1ccc(NC(=S)Nc2ccc(S(=O)(=O)N3CCOCC3)cc2)c(OC)c1 ?
aSyn rescue: -10%; Abeta yeast res: -21%; TDP-43 yeast inh: -8%; DRD3 antagonist: -8; D3 ag: -6; EPAC2 agonist: 8%; EPAC2 antagonist: 7%
